Screens from PubChem BioAssay.
LMPTP block = blocks human LMPTP phosphatase; 0.22% of 360,000 active; recombinant LMPTP-A, OMFP fluorogenic substrate, fluorescence intensity; inhibition, % at 20 µM;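 active means compounds that cut the enzyme signal by at least half of the control window in the single-dose screen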;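 further: plate controls were DMSO wells with enzyme plus substrate for no effect and substrate without enzyme for full effect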
Target sequence (P24666 whole entry, looked up): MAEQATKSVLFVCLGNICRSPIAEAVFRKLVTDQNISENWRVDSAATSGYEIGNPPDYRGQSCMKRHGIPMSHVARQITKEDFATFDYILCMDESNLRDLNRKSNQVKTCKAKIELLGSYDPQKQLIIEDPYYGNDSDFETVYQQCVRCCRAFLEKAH
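material = LMPTP-A | quantity = 0.625 nM enzyme | reagent = OMFP substrate, 400 µM final | buffer or medium = Bis-Tris pH 6.0, DTT, detergent | detection = endpoint fluorescence intensity from OMFP dephosphorylation | dosing = single 20 µM dose | read-out basis = % inhibition relative to no-enzyme and uninhibited control wells | control set = no-enzyme and uninhibited controls | timing = 50 min at room temperature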
SKN-1 block = blocks SKN-1 activity in C. elegans | C. elegans VP596 Pgst-4::GFP/RFP ratio, acrylamide-induced, 24 h | 0.49% of 360,000 active | AID 624304 | inhibition, % at 21.8 µM;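 active means interference check ratio from 0.5 to 1.5 plus GFP to RFP signal ratio inhibition reaching or exceeding a fixed threshold, cut at about 30% in these data, passing the limit was not always enough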; further: some compounds called inactive have numbers as strong as hits
DNMT1 block = DNMT1 (human) enzyme inhibition; 0.83% of 360,000 active; AID 588458; DNMT1 molecular beacon, Hinp1I cleavage, fluorescence; P26358; inhibition (reported as % activation of signal), % at 10 µM; in the data active means inhibition above about 50%
SUMO1 PPI mod = modulators of human SUMO1-mediated protein-protein interactions. SUMO1 binding to a labelled peptide, TR-FRET, 1 h. inhibition, % at 20 µM. 0.33% of 360,000 active. AID 602429; in the data active means inhibition above about 37%
Target sequence (P63165 whole entry, looked up): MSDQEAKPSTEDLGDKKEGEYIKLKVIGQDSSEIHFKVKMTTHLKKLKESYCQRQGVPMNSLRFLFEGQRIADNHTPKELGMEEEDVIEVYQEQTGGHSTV
Scp-1 inhibitor = blocks human Scp-1 phosphatase activity. Q9GZU7. Recombinant Scp1, phosphopeptide, malachite green phosphate absorbance. inhibition, % at 20 µM. 0.88% of 340,000 active. AID 493091;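 active means inhibition above about 50% at 20 µM, limit read from the data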;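 further: plate controls were DMSO wells with enzyme for no effect and wells lacking enzyme for full effect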
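Times: enzyme reaction 45 min at room temperature, colour 5 min, stabilisation 30 min. Material: SCP-1 catalytic fragment, aa 76-261. Medium: Acidic Tris acetate buffer with magnesium and detergent. Signal: colorimetric free-phosphate detection, absorbance 630 nm. Read-out basis: % inhibition of SCP-1 phosphate liberation. Reagent: Phosphorylated 17-residue peptide substrate.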
STEP inh = blocks human striatal-enriched tyrosine phosphatase | P54829 | recombinant STEP, OMFP fluorogenic substrate, fluorescence | inhibition, % at 20 µM | 0.25% of 360,000 active;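 active means inhibition at 20 µM, scaled per plate between control wells, above about 37%, limit read from the data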;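 further: 0% = DMSO with enzyme and substrate and 100% = substrate only without enzyme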
Target sequence (P54829 whole entry, looked up): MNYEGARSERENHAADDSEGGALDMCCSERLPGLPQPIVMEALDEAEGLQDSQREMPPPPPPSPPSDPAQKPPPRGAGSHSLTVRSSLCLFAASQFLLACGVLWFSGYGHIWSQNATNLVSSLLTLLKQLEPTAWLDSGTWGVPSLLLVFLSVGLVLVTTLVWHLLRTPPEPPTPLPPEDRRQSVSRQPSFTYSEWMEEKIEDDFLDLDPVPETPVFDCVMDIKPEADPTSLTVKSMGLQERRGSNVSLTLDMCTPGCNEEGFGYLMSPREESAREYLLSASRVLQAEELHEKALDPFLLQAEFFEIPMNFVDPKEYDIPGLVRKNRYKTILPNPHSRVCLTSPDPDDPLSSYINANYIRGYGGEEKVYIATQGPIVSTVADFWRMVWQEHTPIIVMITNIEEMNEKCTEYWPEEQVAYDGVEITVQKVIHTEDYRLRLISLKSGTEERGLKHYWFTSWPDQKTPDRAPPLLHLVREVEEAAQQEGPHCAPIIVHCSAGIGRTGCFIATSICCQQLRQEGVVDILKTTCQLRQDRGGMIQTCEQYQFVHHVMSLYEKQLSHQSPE
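Assay system: isolated STEP enzyme. Buffer or medium: pH 6.0 Bis-Tris with DTT and Tween 20. Also added: fluorogenic phosphatase substrate OMFP at 25 µM final. Dosing: 20 µM, 1% DMSO. Timing: 20 min reaction, room temperature, in the dark. Measured by: fluorescence intensity, excitation 480 nm, emission 540 nm. Evaluation: normalized % inhibition.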
NadD block = inhibitors of Staphylococcus aureus NadD. purified NadD enzyme, colorimetric absorbance read-out. inhibition, % at 20 µM. 0.78% of 360,000 active; in the data active means inhibition above about 26%; further: some compounds past the cut are filed as inactive
CendR NRP1 mod = alters CendR peptide binding to human NRP-1; O14786; FAM-RPARPAR peptide binding to NRP-1, fluorescence polarization; inhibition, % at 25 µM; 0.85% of 360,000 active; AID 602438;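 active means inhibition or corrected inhibition above about 18%, plus a signal ratio from 0.5 to 1.5, limit read from the data, passing the limit was not always enough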; further: strong numbers were not always called active
MT1-MMP act inh = blocks activation of human MT1-MMP; P50281; HT1080 RFP-PRO-GFP cells, GFP/RFP ratio fluorescence, overnight; percent of plate control window, DMSO zero; GFP/RFP ratio change, % at 20 µM; 0.061% of 360,000 active;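 active means GFP/RFP ratio change of at least 30% with cell ATP level not reduced by more than half and red fluorescence within 50% of control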; further: strong numbers were not always called active
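Test system: HT1080 cells expressing an RFP-PRO-GFP fluorescent reporter construct / Compound dosing: single-point 20 µM compound, 1% DMSO / Schedule: cells overnight before dosing, compound overnight, 37 °C, 5% CO2 / Evaluation: GFP/RFP fluorescence ratio / Control set: DMSO and RFP-L50D-GFP cell wells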
Rpn11 inh = Rpn11 (human) deubiquitinase inhibition; human 26S proteasome, Ub4-pepOG fluorescence polarization; 20S core pre-blocked with epoxomicin; 0.59% of 360,000 active; O00487; calls only at 20 µM;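 active means inhibition at 20 µM, scaled to each plate's controls, above about 33%, limit read from the data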
* hit, by the source's call; i = inactive; / = no result given; + = active, no number. Some of the compounds tested; the hit share may differ from the screen's.

Values in the order – DNMT1 block, MT1-MMP act inh, NadD block, CendR NRP1 mod, SUMO1 PPI mod, SKN-1 block, Rpn11 inh, STEP inh, Scp-1 inhibitor, LMPTP block
> O=c1[nH]c(=S)[nH]c(O)c1N=Nc1ccc2c(c1)OCO2
    -8, 1, -8, -85, -30, 20, +, 3, -4, 11
> COc1cccc(O)c1CN1CCCC(C(=O)c2sccc2C)C1 (stereo not given)
    0, 5, -4, 4, -4, -3, i, -1, -4, -0.3
> CCC(=O)N1CC(=O)Nc2ccc(F)cc2C1c1ccccc1 (stereo not given)
    3, 4, 2, 0, 5, 10, i, 1, -15, -0.1
> COc1c(C=C2C(=O)NC(=O)NC2=O)c(CCN(C)C(=O)c2ccccc2)cc2c1OCO2
    5, 6, 4, 0, 7, 6, i, 4, 23, -0.7
> CN1CCN(c2ccc([N+](=O)[O-])c(NCC3CCCO3)c2)CC1 (stereo not given)
    3, -1, -3, 6, -25, -7, i, 5, -5, -1.8
> CCCOc1ccccc1OCC(=O)N1CCN(CC(=O)N2CCOCC2)CC1
    3, 1, -7, 7, -7, 2, i, 1, /, -2.3
> O=C1NC(=S)NC(=O)C1=Cc1cccn1-c1ccc(O)cc1
    84*, 0, 20, 8, 11, -3, i, 3, 56*, 32
> CN(C)Cc1c[nH]c2ccccc12
    -1, -1, 0, -10, 3, 14, i, 1, -4, -4.2
> COc1cc(-n2c(=S)[nH]c3ccc(C)cc3c2=O)c(Cl)cc1Cl
    -7, -5, 1, -11, 4, 13, i, -2, -10, 1.1
> O=C(c1cccs1)N1C2CCC1CC(O)(c1cccnc1)C2 (stereo not given)
    14, -1, 2, 3, -4, -7, i, 0, -2, 0.4
> CCN(CC)CCNCC(=O)Nc1ccc(Cl)cc1C(=O)c1ccccc1
    5, 3, -3, 8, -1, 5, i, -3, -10, -3.2
> O=c1[nH]c(O)c(C=Nc2cccc(F)c2)c(=O)[nH]1
    0, -4, 0, 4, -4, 16, i, 2, -4, -0.3
> COCOC1CCC2C3CCC4=CC(=O)CCC4=C3C=CC12C (stereo not given)
    -14, -8, 6, -15, 0, -17, i, -1, -2, 1.3
> CCCCCc1nc2ccccc2c(=O)n1-c1ccccc1[N+](=O)[O-]
    1, -3, 2, -8, -17, 1, i, -1, -1, 0.5
> Cc1ncc(CN2CCCC(C(=O)c3cccc(Cl)c3)C2)s1 (stereo not given)
    -2, 6, -8, 16, 6, 3, i, 1, -29, 1.0
> CCOC(=O)c1nc2ccccc2c(=O)n1-c1cccc(C)c1
    0, -3, -9, 18, -1, 6, i, -2, -5, -3.1
> COc1ccc(C(CC(=O)N2CCC3(CC2)OCCO3)NS(=O)(=O)c2ccc(F)cc2)cc1 (stereo not given)
    0, 2, -6, -5, -2, -26, i, -1, 4, -0.9
> CN(C(=O)c1ccc(Cl)nc1)C1(c2ccccc2Cl)CCCCC1=O (stereo not given)
    1, 2, 1, -2, 0, 7, i, 0, -3, -0.5
> O=C1CN(C(=O)CN2CCCCC2)C(c2ccccc2)c2cc(Br)ccc2N1 (stereo not given)
    4, -1, -5, -4, 1, -20, i, 4, -6, -0.9
> CC1CCC(C(C)C)C(OC(=O)Cn2c(COc3ccccc3)[n+](C)c3ccccc32)C1 (stereo not given)
    16, -33, 1, -2, -55, -16, i, 1, 17, 2.3
> C(=N\NC1=NCCCCC1)/c1c[nH]c2ccccc12
    2, 5, -3, 0, -8, 11, i, 0, -12, -2.4
> COC(=O)C1=C(c2ccccc2OCc2ccccc2)C[C@@H]2CC[C@H]1N2C
    -1, -9, -1, -8, 3, -3, i, -1, /, -1.2
> CNS(=O)(=O)c1ccc(N=Cc2c(O)n(-c3cccc(C)c3)c(=O)[nH]c2=O)cc1
    0, -17, -9, 19, 2, 10, i, -1, -5, -0.3
> CCOC(=O)[C@]12Cc3cc(Cl)ccc3[C@H]1N(Cc1ccccc1)C(=O)c1cc(OC)ccc12
    /, -25, 4, 9, 8, 10, /, /, /, 6.5
> O=C1C(Cl)=CC(=Nc2ccc(O)cc2)C=C1Cl
    -26, 3, 26, 0, 8, 14, i, -3, 1, -1.7
> CCOC(=O)[C@]12Cc3ccccc3[C@H]1N(C1CCCCC1)C(=O)c1cc(OC)ccc12
    /, -22, 2, 3, 11, 1, /, /, /, 2.4
> COc1ccccc1N1CCN(Cc2ccc(Br)cc2)CC1
    2, 2, -12, 2, -2, 2, i, 1, -5, -0.6
> C[N+](C)(C)Cc1ccccc1
    5, 2, 2, -9, -1, -5, i, -3, -6, -1.1
> CC1=NN(c2ccccc2)C(=O)/C1=C/c1c(O)[nH]c(=S)[nH]c1=O
    -5, 4, -2, -29, -7, 7, i, -3, 3, 1.3
> CN1C(=O)NC(=O)C2(CCCC2)C1=O
    -1, -1, -2, 4, 14, -1, i, -2, -5, 0.1

4 structures out of the list, ordered by count of non-hydrogen atoms, lowest first.
Values in the order – DNMT1 block, MT1-MMP act inh, NadD block, CendR NRP1 mod, SUMO1 PPI mod, SKN-1 block, Rpn11 inh, STEP inh, Scp-1 inhibitor, LMPTP block
> CN1C(=O)NC(=O)C2(CCCC2)C1=O
    -1, -1, -2, 4, 14, -1, i, -2, -5, 0.1
> O=C1NC(=S)NC(=O)C1=Cc1cccn1-c1ccc(O)cc1
    84*, 0, 20, 8, 11, -3, i, 3, 56*, 32
> CN(C(=O)c1ccc(Cl)nc1)C1(c2ccccc2Cl)CCCCC1=O (stereo not given)
    1, 2, 1, -2, 0, 7, i, 0, -3, -0.5
> COc1c(C=C2C(=O)NC(=O)NC2=O)c(CCN(C)C(=O)c2ccccc2)cc2c1OCO2
    5, 6, 4, 0, 7, 6, i, 4, 23, -0.7

The listing continues:
Values in the order – DNMT1 block, MT1-MMP act inh, NadD block, CendR NRP1 mod, SUMO1 PPI mod, SKN-1 block, Rpn11 inh, STEP inh, Scp-1 inhibitor, LMPTP block
> O=C1NCN(c2ccccc2)C12CCN(C(c1cccs1)c1nnnn1C1CCCCC1)CC2 (stereo not given)
    -5, 0, 4, 14, 1, 0, i, 2, /, 1.4
> O=c1[nH]c(O)c(/C=C2/C=CC(c3cc(Cl)ccc3Cl)=N2)c(=O)[nH]1
    17, -41, 64*, -94, 57*, 8, i, 0, -7, 46
> Cc1ccc(N)cc1C
    -1, 4, 3, -3, 6, 6, i, 0, -12, 0.3
> CSc1ncc(/C=C2/C(=O)NC(=O)N(c3ccc(C(C)C)cc3)C2=O)cn1
    -2, -2, 8, 7, -3, 4, i, -1, 7, -0.6
> CCCn1c(C)c(C(=O)c2cccc3ccccc23)c2ccccc21
    1, -2, -5, -4, -1, -5, i, 1, -14, 2.3
> COc1ccccc1-n1c(/C=C/c2ccc(O)cc2)nc2ccccc2c1=O
    -13, -101, 8, -7, -10, -8, i, 0, 3, 2.4
> CNCCc1ccc(OC)c(OC)c1
    -2, 2, -3, 6, 2, 22, i, 3, 1, -1.8
> O=[N+]([O-])c1ccc(OP(=O)(O)Oc2ccc([N+](=O)[O-])cc2)cc1
    7, 0, -1, 8, -20, 23, i, -2, 1, -1.0
> Cc1nn(Cc2ccccc2Cl)c(Cl)c1C(=O)O
    2, 4, 7, 10, 4, -6, i, -1, -7, -1.0
> C=CCn1c(O)c(C(CC)=Nc2ccc(C(=O)O)cc2)c(=O)[nH]c1=O
    2, -3, -2, 8, 1, -3, i, 2, -2, -1.8
> COc1ccc(NC(=O)c2cn(CCC#N)nc2-c2ccc([N+](=O)[O-])cc2)cc1
    3, -3, 1, -8, 2, 4, i, 2, -1, 0.1
> COc1cc2c(cc1OC)-c1c(OC)c(OC)cc3c1[C@H](C2)[N+](C)(C)CC3
    2, 1, 7, -3, 1, 7, i, 2, 55*, 0.1
> Cc1cccc(NC(=O)[C@@H](NC(=O)N2C[C@H]3C[C@@H](C2)c2cccc(=O)n2C3)C(C)C)c1
    4, 1, 3, -3, -2, 1, i, -1, -1, -0.4
> CC1CCCCN1C(=O)Cn1cc(C=C2C(=O)N(C)C(=O)N(C)C2=O)c2ccccc21 (stereo not given)
    -4, -6, -3, -8, -8, 28, i, 0, -2, 1.4
> Clc1ccc(CCNCc2ccncc2)c(Cl)c1
    1, 3, -7, -6, -3, -3, i, -2, -13, -2.2
> CCCCCCn1c(O)c(C(C)=NC)c(=O)[nH]c1=O
    -4, 2, 6, -14, 2, 9, i, -1, 2, -1.3
> CN1Cc2cccnc2N(C)Cc2cc(Cl)ccc21
    3, -7, 1, -3, 0, 24, i, 2, -8, 14
> CCOC(=O)C1(c2ccccc2)CCN(Cc2cccc(C(=O)O)c2)CC1
    3, 0, 5, 2, 5, 12, i, -1, -3, -0.4
> OCC1CN1C1CCCCC1 (stereo not given)
    4, 3, -5, 21, -5, -4, i, -2, -10, -0.4
> COC(=NC1CCCCC1)C(O)c1c[nH]c2ccccc12 (stereo not given)
    0, -1, -3, 2, 4, -3, i, 3, -5, -0.7
> c1ccc(C(OCCN2CCNCC2)c2ccccc2)cc1
    0, 1, -4, 13, 3, 16, i, -2, 1, -4.0
> COc1ccc(NP(=O)(Nc2ccc(OC)cc2)Oc2ccccc2)cc1
    -2, -3, -4, 2, 1, 0, i, -2, -14, -2.3
> Cc1cc(C)nc(NS(=O)(=O)c2ccc(N=Cc3c(O)n(C)c(=O)n(C)c3=O)cc2)n1
    15, -16, 2, 2, -2, 8, i, 0, 1, -0.2
> CC(=NNC(=S)N1CC2CCC(CC2)C1)c1nccs1
    -13, 6, 2, 20, -31, 2, i, 3, 7, -1.1
